PhoP inhibition: inhibitors of PhoP regulon expression, primary screen, Salmonella Typhimurium, GFP reporter (AID 1863); 300,000 compounds, 0.16% hits; S. Typhimurium PhoP-regulated promoter GFP reporter, 4 h; higher % means a stronger effect; inhibition, % at 50 µM; hits with a dose series show IC50 in µM;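 active = inhibition over 29.93%, a cutoff 3 SD above the screen mean, later confirmed by dose response; inconclusive = inhibition over 29.93% but no dose response follow-up; inactive = inhibition at most 29.93% or unconfirmed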;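 also: 0% = low Mg2+ inducing control and 100% = high Mg2+ repressing control; strong numbers were not always called active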
KOR beta-arrestin-1: KOR antagonists, beta-arrestin recruitment, cell-based, luminescence, uHTS (AID 1778). 290,000 compounds, 0.091% hits. Kappa-type opioid receptor (Homo sapiens). KOR beta-arrestin recruitment, luminescence, antagonist mode; higher % means a stronger effect. inhibition, % at 10 µM; hits with a dose series show IC50 in µM; in the data active = inhibition above about 50%; also: strong numbers were not always called active
GPR55 antagonists: GPR55 antagonists blocking LPI-driven arrestin recruitment, primary screen, imaging, U2OS, beta-arrestin-GFP, LPI agonist (AID 2013). inhibition, % at 10 µM, or IC50 in µM where a hit was titrated. G-protein coupled receptor 55 (Homo sapiens). U2OS GPR55 beta-arrestin-GFP translocation imaging, LPI antagonism; higher % means a stronger effect. 290,000 compounds, 0.13% hits;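 active = spots per cell inhibited over 60%, with over 100 cells counted and total cytoplasm intensity under 500,000; inconclusive = wells with under 100 cells, flagged as likely toxic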;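 also: U2OS cells stably carrying GPR55 and arrestin-GFP stimulated by 5 µM LPI near EC80; imaged beta-arrestin-GFP aggregate spots per cell after agonist stimulation; plate controls were LPI-stimulated DMSO wells for no effect and DMSO wells without LPI for full effect; some results filed as inactive read as strong as hits; confirmed hits need IC50 under 10 µM and bright autofluorescent wells are also inconclusive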
KOR beta-arrestin-2: KOR agonists, beta-arrestin recruitment, primary screen, cell-based, luminescence, uHTS (AID 1777); KOR beta-arrestin recruitment, luminescence; higher % means a stronger effect; Kappa-type opioid receptor (Homo sapiens); 280,000 compounds, 0.02% hits; one-dose activation, % at 10 µM; EC50 in µM for titrated hits; in the data active = activation above about 50%, passing the limit was not always enough; also: a part of the inactive calls stands beside numbers as strong as those of hits
GPR35 arrestin U2OS: GPR35 antagonists blocking zaprinast-driven arrestin recruitment, primary screen, imaging, U2OS, beta-arrestin-GFP, zaprinast agonist (AID 2058); G-protein coupled receptor 35 (Homo sapiens); U2OS GPR35 beta-arrestin-GFP translocation imaging, zaprinast antagonism; higher % means a stronger effect; inhibition, % at 10 µM; hits with a dose series show IC50 in µM; 290,000 compounds, 0.052% hits;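 active = inhibition of at least 50% with at least 30 cells and total cytoplasm GFP at most 10,000,000; inconclusive = under 30 cells or total GFP of 10,000,000 plus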
NTR1 agonist: agonists of NTR1, primary screen, imaging, U2OS cells, beta-arrestin-GFP, high content (AID 493036); Neurotensin receptor type 1 (Homo sapiens), P30989; NTR1-U2OS beta-arrestin-GFP spot imaging, agonist mode; activation, % at 20 µM; 330,000 compounds, 0.17% hits;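 active = activation at or above 40% of the spot to cytoplasm intensity ratio, with at least 20 cells analyzed; inconclusive = wells under 20 cells, flagged as cytotoxic or low count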;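 also: 0% = DMSO without peptide and 100% = 100 nM NTR1 peptide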
Target sequence (P30989 whole entry, looked up): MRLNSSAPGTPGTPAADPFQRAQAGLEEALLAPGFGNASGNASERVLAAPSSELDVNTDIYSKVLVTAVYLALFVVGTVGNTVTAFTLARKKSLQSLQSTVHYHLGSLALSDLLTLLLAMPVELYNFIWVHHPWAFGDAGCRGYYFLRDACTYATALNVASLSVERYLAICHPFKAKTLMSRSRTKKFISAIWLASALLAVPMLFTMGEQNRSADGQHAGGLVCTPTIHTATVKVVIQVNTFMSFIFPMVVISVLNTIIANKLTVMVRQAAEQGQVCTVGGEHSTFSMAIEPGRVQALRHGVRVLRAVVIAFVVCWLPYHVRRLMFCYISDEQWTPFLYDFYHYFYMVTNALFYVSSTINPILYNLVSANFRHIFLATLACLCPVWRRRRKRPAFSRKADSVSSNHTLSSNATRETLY
T cell modulator: modulators of CD8 T cell-vesicle binding, primary screen, mouse 2C CD8+ T cells, flow cytometry. calls only at 7 µM. 2C CD8+ T cell-vesicle binding; hits give low values. AID 2052, 2009. 330,000 compounds, 0.068% hits;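 active = response, share of CD8 T cells binding vesicles, and their 90th percentile fluorescence all below set limits, cut at about 80% in these data, passing the limit was not always enough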
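Test system: purified 2C TCR transgenic mouse naive CD8+ T cells. Probe or stimulus: QL9-peptide-loaded Drosophila micro-vesicles bearing Ld, ICAM-1 and B7-1. Incubation: binding step 1.5 h, 37 °C, antibody labelling 20 min, ice. Measured by: flow cytometry of vesicle-bound cells.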
GPR55 beta-arrestin: GPR55 agonists via beta-arrestin recruitment, primary screen, imaging, U2OS cells, beta-arrestin-GFP redistribution (AID 1961) | activation, % at 10 µM; hits with a dose series show EC50 in µM | G-protein coupled receptor 55 (Homo sapiens) | 290,000 compounds, 0.048% hits | U2OS GPR55 beta-arrestin-GFP redistribution imaging; higher % means a stronger effect;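 active = activation above 40% with more than 50 cells counted in the well; inconclusive = wells holding fewer than 50 cells, flagged as toxic or sparse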;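 also: U2OS osteosarcoma cells stably expressing GPR55 and beta-arrestin-GFP; plate controls were DMSO negative control for no effect and LPI positive control for full effect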
West Nile antiviral: West Nile virus antiviral activity, cell-based, CPE readout (AID 1621); 290,000 compounds, 0.02% hits; West Nile virus-infected cells, CPE inhibition; higher % means a stronger effect; CPE inhibition, % at 10 µM; hits with a dose series show IC50 in µM; in the data active = a potency from the dose series; inconclusive = CPE inhibition mostly from about 3.7% at the one dose, without a potency; inactive = the rest, 99 in 100 with CPE inhibition below about 2.2%; also: strong numbers were not always called active
T cell modulator vesicle-bound %: recorded beside T cell modulator, whose call it bears; double positive events, %; measured here: CD8+ vesicle-bound cell fraction;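 binding gate set so that unloaded-vesicle control wells show 10% double positive cells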
NTR1 agonist cell count 20 µM: second read-out of NTR1 agonist, no call of its own (marks repeat the call); cell count; measured here: cell count, cytotoxicity flag
Starred values were filed as active, the others as inactive; i = inactive; ? = inconclusive; . = no result given; [ ] = dose if it differs, or a comment. Outcome played no part in choosing rows; 0.62% or so of the library scored in one or more.

SMILES | PhoP inhibition | KOR beta-arrestin-1 | GPR55 antagonists | KOR beta-arrestin-2 | GPR35 arrestin U2OS | NTR1 agonist | NTR1 agonist cell count 20 µM | T cell modulator | T cell modulator vesicle-bound % | GPR55 beta-arrestin | West Nile antiviral
CC(C)OCCCNS(=O)(=O)c1ccc2c(c1)OCCO2 | 5% | 22% | -7% | 4.6% | -21% | -0.4 | 69 | i | 38 | 0.2% | -0.1%
Cc1ccc(S(=O)(=O)N(C)CCCC(=O)Nc2cccc3ccccc23)cc1 | -5% | -19% | -10% | 0.4% | -10% | 0.9 | 86 | i | 40 | -0.2% | -0.2%
O=C(CCc1nc2ccccc2s1)OCC(=O)N1CCN(C(=O)c2ccco2)CC1 | -6% | 16% | 8% | -1.1% | -2% | -3.2 | 89 | i | 46 | -0.1% | 0.7%
CN1C/C(=C\c2ccc(N3CCOCC3)cc2)C(=O)/C(=C/c2ccc(N3CCOCC3)cc2)C1 | -5% | -4% | 13% | -0.1% | -5% | 0.4 | 78 | i | 21 | 0.4% | 1.2%
CC(=O)Nc1ccc(NC(=O)C2CCN(C(=O)c3cccs3)CC2)cc1 | -4% | 16%[20 µM] | 8% | -2.5% | 2% | 0.4 | 91 | i | 46 | 0.0% | 0.2%
CCN(C(=O)c1cc2ccccc2oc1=O)c1ccccc1 | 11% | -20% | 0% | -0.6% | -2% | 0.7 | 62 | i | 29 | -0.1% | -0.2%
CC1CCN(C(=O)Nc2ccc3nsnc3c2)CC1 | 18% | 28% | -8% | 5.0% | -3% | 0.7 | 52 | i | 32 | -0.1% | -0.3%
COc1ccc(C(=O)Nc2c3c(nn2C(C)(C)C)CS(=O)(=O)C3)cc1OC | -8% | -21% | 33% | 4.2% | 0% | -0.3 | 39 | i | 6 | -0.2% | 0.6%
CCOc1ccc(CNC2CCCCCCC2)cc1OC | -4% | 5% | 9% | -3.2% | 3% | -0.4 | 61 | i | 53 | 0.6% | -0.7%
Cc1csc(NC(=O)CSc2nc(=O)[nH]c3c2CCCC3)n1 | -1% | -20% | 13% | -2.8% | 0% | 0.3 | 60 | i | 42 | 0.1% | -1.2%
CCOC(=O)C(C(=O)Nc1nccs1)C1CCCCC1 (stereo unspecified) | -3% | -16% | 3% | 2.0% | 9% | 0.2 | 62 | i | 36 | -0.2% | 0.1%
Cc1cc(N2C(=O)CC(Cc3ccccc3)C2=O)no1 (stereo unspecified) | -1% | 0% | -3% | -1.4% | -6% | 0.3 | 39 | i | 58 | -0.3% | 0.1%
CCOC(=O)Cc1csc(NC(=O)CCc2ccccc2)n1 | -1% | -2% | 7% | -0.7% | 4% | 1.3 | 62 | i | 49 | 0.5% | -0.7%
O=C(O)C1CCCN(S(=O)(=O)c2cccc3cccnc23)C1 (stereo unspecified) | -6% | 28% | -2% | -3.2% | 20% | 2.9 | 67 | i | 44 | -0.2% | -0.9%
Brc1cccc(OCCCNC2CCCC2)c1 | -1% | -22%[20 µM] | 3% | 0.5% | -3% | -0.7 | 62 | i | 56 | 0.1% | -0.6%
O=C(CCCCCNC(=O)c1ccccc1)N=Nc1c(O)[nH]c2c(Br)cc(Br)cc12 | -1% | -55%[20 µM] | 14% | -2.5% | -1% | 8.4 | 76 | i | 53 | -0.1% | -0.4%
Cc1ccc(C(=O)N/C(=C\c2ccccc2)C(=O)OCc2ccccc2)cc1 | 12% | 7% | -4% | -1.8% | 16% | 3.9 | 86 | i | 1 | 0.3% | -0.8%
CCCCCC(/C=N/Nc1ccc(S(=O)(=O)N2CCOCC2)cc1[N+](=O)[O-])=C\c1ccccc1 | -7% | -13% | 1% | -1.3% | -11% | 3.0 | 75 | i | 22 | 0.0% | -0.7%
COC(=O)C(NC(C)=O)(Nc1nc2ccc(C)cc2s1)C(F)(F)F (stereo unspecified) | 2% | -26% | 0% | 6.2% | 16% | 1.6 | 68 | i | 29 | 0.5% | -0.2%
Cn1c(=S)n(/N=C/c2ccc3c(c2)OCO3)c2ccccc21 | 4% | 23% | 6% | -1.6% | 8% | 3.2 | 38 | i | 31 | 0.2% | 0.1%
O=C(c1nn2c(C(F)(F)F)cc(-c3cccs3)nc2c1Cl)N1CCCc2ccccc21 | -5% | 12% | 10% | 3.1% | 3% | 0.1 | 57 | i | 40 | 1.0% | -0.8%
CCOC(=O)N/N=C/c1c(C)nn(-c2cccc(C(F)(F)F)c2)c1Cl | 10% | -112% | -3% | -0.4% | 0% | -1.6 | 38 | i | 36 | ? | -1.0%
COc1ccc(C(=O)NCC(=O)NCC(=O)OCc2ccc(Cl)cc2)cc1 | 3% | -14% | -8% | -0.3% | -10% | -0.6 | 106 | i | 29 | 0.0% | -0.1%
COc1ccc(N2CCN(C(=O)/C=C/c3ccco3)CC2)cc1 | -3% | -20% | 4% | 0.5% | -2% | 0.3 | 43 | i | 4 | 0.4% | -0.9%
O=C(CCN1C(=O)/C(=C/c2ccccc2F)SC1=S)NCCCn1ccnc1 | -7% | -72% | -5% | 5.9% | 12% | 0.3 | 67 | i | 32 | -0.1% | 0.1%
CCN(CC)CCn1c(NCc2ccc(C)o2)nc2ccccc21 | 14% | . | 5% | . | -6% | -2.5 | 90 | i | 36 | 0.2% | .
CCN(CC)C(=O)c1ccc(-c2nnc(OC)c3ccccc23)cc1 | -9% | 12% | 5% | -1.8% | -4% | 1.3 | 52 | i | 40 | 0.9% | -0.3%
O=c1c(Cl)c(NCc2ccco2)cnn1C12CC3CC(CC(C3)C1)C2 | -7% | -12% | -3% | 6.1% | -10% | 1.0 | 71 | i | 53 | -0.3% | -0.9%
CCOC(=O)C(=NC1CCS(=O)(=O)C1)NNc1ccccc1Cl (stereo unspecified) | -2% | 19% | -2% | 0.1% | -3% | 3.0 | 81 | i | 8 | -0.1% | -0.2%
Cc1cccc(S(=O)(=O)C(C#N)c2nc3ccccc3nc2N2CCCC2)c1 (stereo unspecified) | -28% | 14% | 2% | 10% | -8% | -1.2 | 47 | i | 59 | 0.2% | 1.1%
O=C(Cn1nnc(-c2cccc(C(F)(F)F)c2)n1)N1CCOCC1 | 11% | -1% | -6% | 11% | 5% | -1.0 | 90 | i | 38 | 0.3% | -0.4%
Nc1ccc(NC(=O)c2cccs2)c(Cl)c1 | -5% | 15% | 8% | 12% | 0% | 1.4 | 54 | i | 33 | -0.3% | -0.9%
O=C(c1ccc(OC2CCN(CCc3ccccc3)CC2)cc1)N1CCC(CO)CC1 | -3% | -33% | 4% | -1.0% | 9% | 1.4 | 73 | i | 5 | 0.1% | -0.1%
O=S(=O)(NCC(c1ccco1)N1CCN(c2ccc(F)cc2)CC1)c1ccc2c(c1)OCCO2 (stereo unspecified) | 2% | 18% | -2% | -2.8% | -1% | 3.8 | 74 | i | 31 | -0.4% | -0.6%
Cc1nc(S(=O)(=O)c2ccc(Cl)cc2)nc2c1CCC2 | -4% | 9% | 19% | 0.2% | 7% | 1.2 | 35 | i | 51 | -0.1% | .
O=C(O)c1ccc(N/N=C/c2ccc(-c3cc(Cl)ccc3Cl)o2)cc1 | -8% | -8% | -18% | 6.4% | 4% | 1.7 | 54 | i | 32 | -0.1% | 0.8%
CC(=O)c1ccc(NC(=O)CSc2nnc(Cc3cccn3C)n2-c2ccc(F)cc2)cc1 | 6% | 4% | -2% | 0.2% | 10% | -0.2 | 58 | i | 50 | -0.2% | 0.1%
CC(C)(C)c1ccc(S(=O)(=O)NCC(=O)N2CCN(Cc3ccccc3)CC2)cc1 | -1% | 0% | 5% | -2.7% | -5% | -0.9 | 69 | i | 7 | 0.3% | -1.1%
Cc1ccc(NC(=O)CS(=O)CC(=O)Nc2ccc3c(c2)OCO3)cc1Cl (stereo unspecified) | -9% | 14% | -7% | 20% | 4% | -0.8 | 81 | i | 60 | -0.6% | -1.1%
N/C(=N\OC(=O)C1CC1)c1ccc([N+](=O)[O-])s1 | -12% | -9% | -18% | 4.0% | 0% | 0.6 | 51 | i | 47 | 0.2% | -1.2%
O=C(Nc1cccc(NC(=O)c2ccccc2Cl)c1)c1ccco1 | 1% | 4% | 8% | -2.1% | -11% | 0.3 | 50 | i | 68 | 0.0% | -0.8%
O=C(c1ccc(CNS(=O)(=O)c2ccccc2)cc1)N1CCN(Cc2ccccc2)CC1 | -5% | -35% | 4% | 2.5% | 4% | 3.2 | 47 | i | 13 | 0.3% | 0.4%
CCNC(=S)/N=C(\N)Nc1nc(C)c2cc(C)ccc2n1 | 19% | 1% | 5% | -0.6% | -2% | 0.7 | 38 | i | 36 | 0.1% | -0.4%
CCc1nnc(NC(=O)c2cccc(S(=O)(=O)N(C)c3ccc(OC)cc3)c2)s1 | -6% | -26% | 2% | 6.1% | -1% | 2.1 | 46 | i | 33 | -0.4% | 0.1%
Cc1nn(C)c(Cl)c1NC(=O)OCc1ccc(F)cc1 | 9% | -14% | 23% | 0.2% | 7% | -0.4 | 76 | i | 31 | 0.5% | -0.7%
O=c1c([N+](=O)[O-])cccn1Cc1cccc(Cl)c1 | 10% | -13% | 8% | -5.2% | 10% | -1.9 | 53 | i | 36 | 0.1% | -1.0%
COc1cccc2cc(C(=O)C3=C(O)C(=O)N(Cc4ccco4)C3c3cccnc3)oc12 (stereo unspecified) | 18% | 35% | -4% | -1.2% | 3% | 0.0 | 56 | i | 49 | -0.1% | 0.1%
COc1ccc(N2CCN(C(=O)c3ccc(Cn4c(=S)[nH]c5ccc(N6CCOCC6)cc5c4=O)cc3)CC2)cc1 | -5% | -2% | 5% | -1.7% | -21% | 1.1 | 63 | i | 57 | -0.6% | -1.5%
C#CCOc1c(Cl)cc(/C=N/O)cc1OC | 31% | 17% | 11% | -0.4% | -2% | -2.1 | 58 | i | 40 | 0.1% | 0.5%

Compound activity as filed in PubChem.
